# TDP1 cell CPT: DT40-hTDP1 cell growth loss with CPT | chicken DT40 Tdp1-/-;hTDP1 cells + 20 nM CPT, ATP luminescence, 48 h | Potency, µM (top dose mostly 46.2 µM), for the others: top-dose activity change, negative = growth inhibition, actives largely listed as inhibitors | 420,000 compounds, 12% hits | AID 686979; also: nearly all actives have a fitted effect of over 55% in size
#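 Chicken DT40 Tdp1-/- cells stably complemented with human TDP1 were seeded at 400 cells/well in medium containing 20 nM camptothecin, exposed to pin-transferred compounds, and grown at 37 °C for at least 48 hr. Viability was read as ATP luminescence.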
# TDP1 cell noCPT: qHTS for Inhibitors of human tyrosyl-DNA phosphodiesterase 1 (TDP1): qHTS in cells in absence of CPT. DT40 Tdp1-/- hTDP1 cells, no CPT, ATP luminescence, 48 h. Potency, µM (highest dose often 46.2 µM), without a hit: at the top dose activity change, negative = growth inhibition, most hits filed as inhibitors. 420,000 compounds, 15% hits; also: nearly all actives have a fitted effect of over 55% in size
#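 Readout: luminescence from CellTiter-Glo after 30 min in the dark at RT. Cells: DT40 Tdp1-/- with stable hTDP1, 400/well. Exposure: compounds alone, ≥48 hr, 37 °C.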
# TDP1 block: TDP1 (human) enzyme inhibition; Q9NUW8; recombinant TDP1, AlphaScreen DNA substrate cleavage; 350,000 compounds, 0.28% hits; AID 485290; Potency, µM (titrated, usually from 130 µM), inactives show at the highest dose activity change, negative = inhibition, hits mostly inhibitors; also: nearly all actives have a fitted effect of over 40% in size
# Target sequence (Q9NUW8 whole entry, looked up): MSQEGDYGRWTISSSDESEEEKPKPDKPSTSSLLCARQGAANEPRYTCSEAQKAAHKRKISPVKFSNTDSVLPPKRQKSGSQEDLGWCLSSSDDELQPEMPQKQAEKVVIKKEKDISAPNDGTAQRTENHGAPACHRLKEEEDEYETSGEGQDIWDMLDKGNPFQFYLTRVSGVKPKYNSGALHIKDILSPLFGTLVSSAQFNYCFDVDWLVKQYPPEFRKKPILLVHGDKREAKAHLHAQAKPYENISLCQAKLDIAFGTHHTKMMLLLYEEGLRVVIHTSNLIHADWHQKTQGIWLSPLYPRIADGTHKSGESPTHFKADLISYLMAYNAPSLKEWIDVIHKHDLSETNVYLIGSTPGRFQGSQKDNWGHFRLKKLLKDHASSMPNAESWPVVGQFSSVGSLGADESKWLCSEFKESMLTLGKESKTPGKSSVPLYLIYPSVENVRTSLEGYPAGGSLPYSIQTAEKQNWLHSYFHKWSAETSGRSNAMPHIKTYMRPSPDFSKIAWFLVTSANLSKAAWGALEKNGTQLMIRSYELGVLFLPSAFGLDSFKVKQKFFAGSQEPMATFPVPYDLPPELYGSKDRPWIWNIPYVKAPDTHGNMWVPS
#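 Signal: AlphaScreen proximity between streptavidin donor and anti-FITC acceptor beads on intact substrate. Reaction: Tdp1 1 nM, substrate 15 nM final, 5 min RT after 15 min compound preincubation.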
# The depositor's hits bear a star; ? = inconclusive; . = no result given; ! = a repeat was not active; [ ] = remark or other dose. Calls follow the shape of the dose curve; as a rule, active = well fitted curve in the direction sought with a large enough effect; inconclusive = small, poorly fitted or top-dose-only effect, or another doubt; inactive = no such curve, though single readings can be large; an effect the other way counts as inactive or inconclusive. % is scaled to controls: 0 for no effect and ±100 for the full control effect; potency is read from the fitted curve at half-maximal effect. Not a hit list; about 18% have a hit in one of these screens.
SMILES,TDP1 cell CPT,TDP1 cell noCPT,TDP1 block
O=C(CSc1nc2c(c(=O)[nH]1)CCCC2)Nc1ccc(Br)cc1,?,?,9%
COc1ccccc1C(CNC(=O)c1ccc(S(=O)(=O)N2CCCCC2)cc1)N(C)C (centres undefined),6%,25%,1%
O=C(CSc1nnc(-c2ccccc2Cl)o1)N1CCOCC1,4%,-21%,0%[0.0935 µM]
Cc1ccc(S(=O)(=O)N2CCCCC2)cc1C(=O)Nc1ccccn1,-5%,1%,-10%
CC1CC(C)CN(S(=O)(=O)c2ccccc2[N+](=O)[O-])C1 (centres undefined),13µM*,13µM*,3%
O=C(O)CNC(=O)C1(N2C(=O)c3ccccc3C2=O)CCCC1,0%,0%,.
O=C1/C(=C/c2cccnc2)Oc2cc(OS(=O)(=O)c3ccc(Cl)cc3)ccc21,?,?,3%
CCCOc1ccc(C2(C(=O)O)CCCC2)cc1,-7%,-9%,-1%
COc1ccc(-c2nn(C)c3sc(C(=O)Nc4cc(OC)c(OC)c(OC)c4)cc23)cc1OC,18µM*,6.5µM*,12%
CCOc1ccc(CNC(=O)c2cnc3sc(N4CCCCCC4)nn3c2=O)cc1OC,-17%,-27%,7%
CCN1C(=NCCCCO)N[C@@H](c2cccc(C(F)(F)F)c2)C(C(=O)OC)=C1C,?,-20%,.
CC(=O)c1cc(-c2ccccc2)n(CCC(=O)NCCc2ccccc2)c1C,?,?,9%
Cc1ccccc1N1CCN(C2=NC(=O)/C(=C/c3cn[nH]c3-c3ccccc3)S2)CC1,?,?,3%
COc1ccccc1-c1cc(C(=O)N2CCOCC2)no1,11%,18%,.
CCC(Oc1ccc(F)cc1)C(=O)Nc1cc(-c2ccc(C)cc2)no1 (centres undefined),?,?,1%
COC(=O)c1ccc2nc(-c3ccc(Cl)cc3)c(Cc3ccccc3OC)n2c1,-13%,-22%,.
CCOc1ccccc1N(C(=O)c1snc(C(N)=O)c1N)C(C(=O)NC1CCCC1)c1cccs1 (centres undefined),?,?,4%[0.0935 µM]
CC(C)COP(=O)(CNC(=O)CN1C(=O)c2ccccc2S1(=O)=O)OCC(C)C,25%,8%,5%
O=C(NCCc1ccccc1)C1CCC(CNS(=O)(=O)c2cccs2)CC1 (centres undefined),-1%,?,4%
C=CCN1CN(S(=O)(=O)c2cccs2)c2nc3ccccc3nc21,-13%,-9%,1%
COc1ccc(OC)c(NC(=O)Cn2cnc3c(oc4ccccc43)c2=O)c1,-17%,-2%,6%
Cc1cccc(C2NC(c3cccc(C)c3)C([N+](=O)[O-])C(C)(C)C2[N+](=O)[O-])c1 (centres undefined),?,16µM*,3%
Cc1ccc(SCC(=O)NC(=O)NCc2ccco2)c(C)c1,0%,-15%,?
CCCC(=O)C1=C(N(C)c2ccccc2)CC(C)(C)CC1=O,?,-12%,.
COC(=O)Nc1ccc(S(=O)(=O)N2CCC(Cc3ccccc3)CC2)cc1,?,21µM*,5%
O=c1c2cnn(-c3ccccc3)c2nc(-c2cccs2)n1-c1ccc(Cl)cc1,0.46µM*,0.58µM*,4%
CC1CCCN(C(=O)c2ccc(CSc3nc4ccncc4n3Cc3ccccc3)cc2)C1 (centres undefined),16µM*,23µM*,1%
CCS(=O)c1ccccc1C(=O)OCC(=O)N1CCC(c2ccccc2)=N1 (centres undefined),?,?,1%
O=C(Nc1ccc(Br)cc1)C1CC(O)CN1C(=O)Oc1ccccc1 (centres undefined),5%,-5%,5%
CCc1ccccc1NC(=O)c1cnc(N2CCCCC2)c2ccccc12,18µM*,?,-7%

# An excerpt from above, showing only TDP1 cell CPT and TDP1 block:
mol	TDP1 cell CPT	TDP1 block
COc1ccccc1C(CNC(=O)c1ccc(S(=O)(=O)N2CCCCC2)cc1)N(C)C (centres undefined)	6%	1%
O=C(CSc1nnc(-c2ccccc2Cl)o1)N1CCOCC1	4%	0%[0.0935 µM]
Cc1ccc(S(=O)(=O)N2CCCCC2)cc1C(=O)Nc1ccccn1	-5%	-10%

# One compound at a time (already shown). Order of screens: TDP1 cell CPT	TDP1 cell noCPT	TDP1 block
# O=C(O)CNC(=O)C1(N2C(=O)c3ccccc3C2=O)CCCC1 across the screens: 0%	0%	.
# COc1ccc(-c2nn(C)c3sc(C(=O)Nc4cc(OC)c(OC)c(OC)c4)cc23)cc1OC across the screens: 18µM*	6.5µM*	12%
# O=C(CSc1nnc(-c2ccccc2Cl)o1)N1CCOCC1 across the screens: 4%	-21%	0%[0.0935 µM]

# New compounds follow
SMILES,TDP1 cell CPT,TDP1 cell noCPT,TDP1 block
COc1ccc(NC(=O)CN2C(=O)COc3ccc(C)cc32)cc1,-11%,-4%,.
CCNS(=O)(=O)c1ccc(CCC(=O)Nc2ccccc2C(=O)OC)cc1,-18%,?,-1%
COc1ccc2nc(NC(=O)C3CCN(S(=O)(=O)c4cccnc4)CC3)sc2c1,12µM*,15µM*,7%
COc1ccc(Cl)cc1NC(=O)CN(C)C(C)C(=O)NC(=O)NC1CCCCC1 (centres undefined),?,18µM*,-12%
Cc1noc(Cn2c(=O)c3ccccc3n(CC(=O)Nc3ccccc3C(F)(F)F)c2=O)n1,17%,-21%,.
O=C(CN1C(=O)C2C3C=CC(C4CC34)C2C1=O)OCC(=O)c1ccccc1 (centres undefined),-2%,-16%,4%
CC(=O)c1cc(-c2ccccc2)n(CCC(=O)NC(C)c2ccccc2)c1C (centres undefined),?,?,8%
Cc1ccccc1Nc1c(-c2ccsc2)nc2c(C)cccn12,16µM*,21µM*,5%
CC(=O)N1CCc2cc(S(=O)(=O)CCC(=O)Nc3ccc(Cl)cc3F)ccc21,-21%,-3%,1%
COc1cccc(N/C=C/C(=O)c2ccc(C)cc2)c1,24%,2%,.
CCOC(=O)c1cc2c(=O)n3ccccc3nc2n(Cc2ccco2)c1=NC(=O)c1ccccc1OC,16µM*,13µM*,79µM*!
O=C(Nc1cccc(F)c1)C1CCN(S(=O)(=O)c2cccc3nsnc23)CC1,?,?,2%
COc1ccc(CC(=S)NCCc2ccccc2)cc1,-27%,?,.
Cc1ccc(N(CC(=O)NC2CCCCC2)C(=O)CNC(=O)c2ccco2)cc1C,0%,-21%,4%[0.0935 µM]
COc1cc(/C=N/Nc2ncc(C(F)(F)F)cc2Cl)cc(OC)c1OC,?,?,2%
O=C(NCC1CCCN1S(=O)(=O)c1cccs1)C(=O)Nc1ccc(F)cc1F (centres undefined),?,?,0%
Cc1ccccc1-n1c(SCc2cccc(F)c2)nc2[nH]ncc2c1=O,?,?,6%
CC(C)N(C(=O)CSc1nnnn1C1CCCC1)C(C)C,-2%,-26%,1%
COc1ccc(/C=C/C(=O)c2cc(Cl)cc(Cl)c2O)c(OC)c1,-10%,?,4%
Cc1ccc(/C=C/C(=O)Nc2ccc([N+](=O)[O-])c(NC(=O)/C=C/c3ccc(C)o3)c2)o1,12µM*,12µM*,1%
CCOc1ccc(C(=O)Nc2c3c(nn2-c2cccc(Cl)c2)CS(=O)C3)cc1 (centres undefined),-22%,-13%,1%
Cc1ccn2c(CC(C)(C)C)c(-c3ccc(F)cc3)nc2c1,21µM*,21µM*,.
CCn1c(C)cc(C(=O)CSc2nnc(-c3ccco3)o2)c1C,-12%,-12%,0%
CC(C)[C@H](NS(=O)(=O)c1ccc2c(c1)OCCO2)C(=O)OCC(=O)Nc1cc(Cl)ccc1Cl,?,29µM*,3%
CCOCCCNC(=O)C1CCN(S(=O)(=O)N2CC(C)CC(C)C2)CC1 (centres undefined),2%,-7%,-5%
Cc1ccc(-n2c(Cc3cccn3C)nnc2SCC(=O)N2CCN(c3ccccc3)CC2)cc1,?,?,9%
CCC(=O)N1Cc2cc(C(=O)NCCOC)nc(-c3cccc(-c4ccc(C#N)cc4)c3)c2[C@H]1CCO,-18%,?,.
COCCNC(=O)c1onc(CSc2ccccc2F)c1C(=O)O,7%,-1%,4%
COC1CCCN(C(=O)c2ccc(OC3CCN(S(=O)(=O)N(C)C)CC3)cc2)C1 (centres undefined),-25%,?,2%
COc1cc(CN(C(=O)COc2ccc(C)cc2)c2ccccn2)cc(OC)c1OC,8.2µM*,9.2µM*,-1%

# In the list so far, these contain bromine.
SMILES,TDP1 cell CPT,TDP1 cell noCPT,TDP1 block
O=C(CSc1nc2c(c(=O)[nH]1)CCCC2)Nc1ccc(Br)cc1,?,?,9%
O=C(Nc1ccc(Br)cc1)C1CC(O)CN1C(=O)Oc1ccccc1 (centres undefined),5%,-5%,5%

# Other compounds
SMILES,TDP1 cell CPT,TDP1 cell noCPT,TDP1 block
CCCc1cc(=O)oc2c(CN(CC)CC)c(O)c(Cl)cc12,20%,-11%,7%
CN(C)S(=O)(=O)c1ccc(C(=O)NCCN=C2NS(=O)(=O)c3ccccc32)cc1,-4%,4%,7%
C=CCOc1ccc(/C=C/C(=O)N2CCCN(S(=O)(=O)c3c(C)noc3C)CC2)cc1,-11%,?,-5%
COc1ccc(/C=C2\SC(=O)N(CCNC(=O)C3CC4C=CC3C4)C2=O)cc1 (centres undefined),?,?,-3%
Cc1c(/C(O)=C2/C(=O)C(=O)N(Cc3cccnc3)C2c2ccccn2)cnn1-c1ccccc1 (centres undefined),5%,-13%,0%
CC(Cc1ccccc1)N/C=C1\CC(=O)NC1=O (centres undefined),0%,2%,1%
COc1ccc(/C=C2/C(=O)N(c3ccccc3)N=C2C)cc1Br,?,?,.
CC1CCN(Cc2c(C(=O)N/N=C/c3ccc(C(F)(F)F)cc3)nnn2-c2nonc2N)CC1,?,?,2%
COc1ccc(NC(=S)SC)cc1OC,?,-29%,7%
Cc1ccc(C)c(NC(=O)Cn2c(=O)n(CCCS(=O)(=O)C3CCCCC3)c(=O)c3ccccc32)c1,-18%,?,-2%
O=C(O)c1cc([N+](=O)[O-])c(NCc2cccnc2)c([N+](=O)[O-])c1,-1%,-17%,-2%
O=C(c1ccc([N+](=O)[O-])s1)N1CCN(c2ccc(C(F)(F)F)cn2)CC1,13µM*,16µM*,2%
O=C(CSc1ccc(Cl)cc1)NCC1CCCO1 (centres undefined),18%,-23%,-2%
COc1ccc(C2C3=C(CC(C)(C)CC3=O)Nc3cc4c(cc32)OCO4)cc1 (centres undefined),0%,-9%,7%
COc1ccc(C2C3=C(CC(C)(C)CC3=O)N(C)C3=C2C(=O)CC(C)(C)C3)cc1,-29%,-12%,4%
CSCC[C@H](NC(=O)Nc1cccc(C(F)(F)F)c1)C(=O)O,12%,-21%,-3%
COc1cc(C2Oc3ccccc3C=C2[N+](=O)[O-])cc(OC)c1OC (centres undefined),3.3µM*,2.6µM*,6%
CCOC(=O)CN(C(=O)Cn1nnc2ccccc21)C(C(=O)NCCOC)c1ccccc1 (centres undefined),9%,-11%,3%
O=C(Nc1cc(F)ccc1F)c1ccc2c(=O)n3c(nc2c1)CCC3,-15%,?,.
COc1cc(C(=O)N2CCN(S(=O)(=O)c3cccs3)CC2)cc(OC)c1C,-15%,-26%,1%
COc1ccc(-c2cc(C(=O)Nc3c(C)nn(Cc4ccccc4Cl)c3C)no2)cc1,-25%,-22%,0%
COc1ccc(CS(=O)(=O)/C(Cl)=C(/Cl)C(=O)Nc2ccc(OC)nc2)cc1,0.58µM*,0.58µM*,1%
COc1cccc(C(=O)N2CCOCC2)c1OC,5%,4%,1%
COc1cc(NC(=O)c2csc(N)n2)cc(C(=O)Nc2cccc(C(F)(F)F)c2)c1,4.6µM*,2.9µM*,7%
CC(C)NC(=O)C1=CC(c2ccc3c(c2)OCO3)=NS(=O)(=O)N1C,1%,-6%,9%
Cn1c(=O)c(=O)n(C)c2cc(S(=O)(=O)CCC(=O)NCc3ccccc3)ccc21,-7%,-8%,.
CCOC(=O)C1=C(C)NC(=S)NC1c1ccsc1 (centres undefined),0%,16%,0%
CCOC(=O)C1=C(CNCc2ccc(C)cc2)NC(=O)NC1c1cc(C)ccc1C (centres undefined),20µM*,?,8%
COc1ccc(-c2csc(Cc3nc(O)cs3)n2)cc1,18µM*,15µM*,9%
COc1ccc(/C=C/C(=O)OCC(=O)N2c3ccccc3CC2C)cc1OC (centres undefined),-7%,-7%,.
COC(=O)c1ccc(SCc2ccccc2)nc1,?,?,.
CCn1c2ccccc2c2cc(/C=N/NC(=O)c3ccccc3C)ccc21,2.6µM*,2.6µM*,3%
CCc1n[nH]c(=O)n1Cn1c(CC)n[nH]c1=O,-20%,-6%,-2%
